OX1R FRET antag = antagonists of human orexin 1 receptor (OX1R); Orexin/Hypocretin receptor type 1 (Homo sapiens), O43613; OX1R-expressing cells, FRET antagonist read-out; inhibition, % at 6.6 µM; hit rate 1.8% among 330,000; AID 485270, 2010; in the data active = inhibition mostly above about 38%, no sharp cut-off; inactive = mostly below about 40%;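 also: 0% = agonist challenge alone and 100% = reference antagonist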
Target sequence (O43613 whole entry, looked up): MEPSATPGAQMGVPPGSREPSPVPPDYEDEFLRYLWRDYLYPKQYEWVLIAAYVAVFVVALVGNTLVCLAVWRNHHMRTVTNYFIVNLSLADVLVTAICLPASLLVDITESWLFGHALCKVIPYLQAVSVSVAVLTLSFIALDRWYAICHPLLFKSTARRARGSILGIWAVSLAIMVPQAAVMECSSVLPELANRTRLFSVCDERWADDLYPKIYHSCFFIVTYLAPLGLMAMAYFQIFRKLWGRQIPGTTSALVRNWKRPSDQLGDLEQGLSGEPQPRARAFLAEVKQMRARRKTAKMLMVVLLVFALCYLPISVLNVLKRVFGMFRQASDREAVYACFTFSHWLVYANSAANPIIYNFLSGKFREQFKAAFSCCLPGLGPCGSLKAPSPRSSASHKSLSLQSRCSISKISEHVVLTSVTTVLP
STK33 inh = inhibitors of purified STK33 kinase, primary screen, biochemical, ADP-Glo luminescence, homogeneous, cell-free. Serine/threonine-protein kinase 33 (Homo sapiens), Q9BYT3. MBP phosphorylation. inhibition, % at 10 µM. hit rate 0.073% among 320,000. AID 2661, 2010;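 active = inhibition at or above 25%, using the most active replicate where run in duplicate; inactive = inhibition below 25%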
Target sequence (Q9BYT3 whole entry, looked up): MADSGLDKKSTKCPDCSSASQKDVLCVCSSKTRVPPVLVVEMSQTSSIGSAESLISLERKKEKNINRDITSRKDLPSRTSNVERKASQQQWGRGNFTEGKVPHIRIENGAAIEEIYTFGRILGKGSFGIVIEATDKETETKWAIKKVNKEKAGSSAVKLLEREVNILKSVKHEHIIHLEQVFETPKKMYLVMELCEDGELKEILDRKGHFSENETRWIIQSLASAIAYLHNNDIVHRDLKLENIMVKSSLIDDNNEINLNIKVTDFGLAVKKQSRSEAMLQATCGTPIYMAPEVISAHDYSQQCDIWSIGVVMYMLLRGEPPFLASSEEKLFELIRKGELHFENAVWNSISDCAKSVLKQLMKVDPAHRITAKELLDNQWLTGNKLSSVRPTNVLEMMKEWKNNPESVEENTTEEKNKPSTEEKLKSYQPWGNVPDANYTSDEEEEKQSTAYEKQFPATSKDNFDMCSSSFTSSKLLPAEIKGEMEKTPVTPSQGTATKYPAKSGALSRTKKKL
Starred values were filed as active, the others as inactive; / = no result given.

STK33 inh	OX1R FRET antag	structure
-1.1	9.4	COc1cccc(CNC(=O)CCC2CCCN(c3cc(C)nc(N4CCCC4)n3)C2)c1 (stereo unspecified)
-0.5	7.0	CC(=O)C1C(c2ccccc2Cl)NC(=O)NC1(O)C(F)(F)F (stereo unspecified)
-0.5	6.0	O=C1CCCc2c1nc(-c1ccc(F)cc1)n2O
-0.3	3.2	Cc1nc2sc(C(c3ccccc3)N3CCN(c4ccccc4F)CC3)c(O)n2n1 (stereo unspecified)
-0.5	9.1	CCOC(=O)C1CN(S(=O)(=O)c2ccc(C)cc2)C1
0.4	11.2	CCC1CCCCN1CCCNC(=O)c1ccc(CS(=O)(=O)c2ccccc2C)o1 (stereo unspecified)
0.6	-3.4	Cc1ccc(N2CC(C(=O)NNC(=O)c3ccc(F)cc3)CC2=O)cc1 (stereo unspecified)
-0.6	10.0	O=C(c1ccc(N2C(=O)C3CCCCC3C2=O)cc1)N1CCCCC1 (stereo unspecified)
-1.7	8.9	O=C(CSc1nnc2ccccn12)Nc1ncc(Cl)cc1Cl
-1.1	21.8	COc1ccc(C2CCCN2C(=O)c2cccs2)cc1 (stereo unspecified)
-1.0	26.5	COc1ccc(-c2sc3ccc(N4CCOCC4)cc3c2-c2ccc(OC)c(F)c2)cc1
-3.6	8.6	CN(C)CCCN(Cc1ccccc1)C(=S)NCc1ccccc1
1.5	11.6	Cc1oc(-c2ccc(Cl)cc2)nc1CN1CCCC(C(=O)NCCCN2CCCC2=O)C1 (stereo unspecified)
-0.1	-2.8	CCCCC(=O)Nc1nnc(C)s1
-1.5	7.5	CC(=O)c1cc2c(cc1NC(=O)Cn1cnc3ccccc3c1=O)OCO2
0.4	9.6	O=c1cc(C(F)(F)F)[nH]c(=O)n1C1CCCCC1
-0.7	20.4	Cc1ccc(OCc2nc(-c3cccnc3)no2)cc1C
-1.6	2.4	Cc1ccc(S(=O)(=O)N2CCN(C(=O)c3ccccn3)CC2)c(C)c1
0.9	-3.0	CCOc1ccc(C(=O)COC(=O)CN2C(=O)NC3(CCCCC3C)C2=O)cc1 (stereo unspecified)
1.5	18.3	Cc1cc(NC(=O)CSc2nc3ccccc3n2CC(C)C)no1
-0.9	10.7	CCN(C(=O)COC(=O)CCCOc1ccccc1)c1c(N)n(Cc2ccccc2)c(=O)[nH]c1=O
-0.3	8.0	CC(C)(C)C(=O)NCCc1nc(-c2ccccc2)no1
0.8	11.7	S=C(NNC(=S)NC1CC2C=CC1C2)NC1CC2C=CC1C2 (stereo unspecified)
-0.5	17.8	O=C(Nc1ccccc1)C1=C[C@@H](c2coc3ccccc3c2=O)C[C@@H](OCCCCO)O1
-1.6	30.6	O=C1/C(=C/c2cccc3ccccc23)CCCc2ccccc21
-1.4	2.4	O=C(COC(=O)Cc1cccs1)NCc1ccc(F)cc1
-1.4	20.3	CNCC(O)Cn1c(C(F)(F)F)nc2ccccc21 (stereo unspecified)
0.1	27.4	CN(C)CCCN1C(=O)C(=O)/C(=C(/O)c2ccncc2)C1c1cccc(Br)c1 (stereo unspecified)
-0.9	8.4	COCC(C)NC(=S)N1CCN(c2ccccc2Cl)CC1 (stereo unspecified)
-1.0	4.5	O=C1C=C(c2ccc(OC(F)(F)F)cc2)C[C@@H](c2ccc(Cl)cc2)C1
-1.0	15.9	CC(=O)c1cccc(NC(=O)N2CCC(c3nnc(SCC(N)=O)n3C)CC2)c1
2.8	16.7	COc1cccc(NC(=O)N[C@@H](Cc2ccccc2)C(=O)O)c1
-1.3	5.7	Cc1ccc(F)cc1NC(=O)/C=C/c1ccc(S(=O)(=O)N2CCOCC2)cc1
4.0	25.8	Fc1ccccc1CSc1nnc(-c2cnccn2)n1Cc1ccco1
-1.0	2.0	C=CCc1ccccc1OCC(O)CNC1CCCC1 (stereo unspecified)
-1.0	13.4	OCCCn1c(CCCNc2nc(-c3cccc(Br)c3)cs2)nc2cc(Cl)c(N3CCCCC3)cc21

Structural class, the entries above containing a furan ring, fused or not (two)
STK33 inh	OX1R FRET antag	structure
0.4	11.2	CCC1CCCCN1CCCNC(=O)c1ccc(CS(=O)(=O)c2ccccc2C)o1 (stereo unspecified)
4.0	25.8	Fc1ccccc1CSc1nnc(-c2cnccn2)n1Cc1ccco1

New compounds follow
STK33 inh	OX1R FRET antag	structure
-2.3	5.4	COc1ccc(NC(=O)C2CC(=O)N/C(=N/N=C/c3ccco3)S2)cc1 (stereo unspecified)
0.0	-1.0	Cc1cccc(C)c1NC(=O)CNC(=O)c1c(-c2ccccc2)noc1C
-1.4	12.8	COc1cccc(NC(=O)Cc2cn(C)c3ccccc23)c1
-3.2	7.7	Brc1ccc(CNCc2cccs2)cc1
-0.4	13.1	CC(C)Sc1ncnc2c1oc1ccccc12
-0.5	10.2	COc1ccc(C2CC(=O)c3cnn(-c4nc(C)cc(C)n4)c3C2)cc1 (stereo unspecified)
-0.3	6.7	CCOC(=O)c1cc(S(=O)(=O)NCC2CCN(Cc3cccc(C)c3)CC2)cn1C
0.0	10.8	CC1C(=O)N2CCCc3cc(S(=O)(=O)NCc4ccccc4Cl)cc1c32 (stereo unspecified)
0.1	17.7	Cc1ccc2c(c1)CCCN2C(=O)c1ccco1
-1.4	14.5	O=C(O)c1ccccc1C(=O)NCCc1ccc(Cl)cc1
0.3	78.6*	O=C(N/N=C/c1c(Cl)[nH]c2ccccc12)c1ccc2c(c1)OCCO2
-0.4	4.7	CNC(=S)N/N=C(\C)c1cccc(C(F)(F)F)c1
0.5	20.1	N#C/C(=C\c1cccc([N+](=O)[O-])c1)C(=O)Nc1cccnc1
-1.8	22.4	CCc1cccc(CC)c1NC(=S)NCCc1c(C)[nH]c2ccccc12
0.8	4.8	Cc1nc2c(oc3ccc(Cl)cc32)c(=O)[nH]1
-2.2	11.1	O=C(CN1CCOCC1)Nc1cccc([N+](=O)[O-])c1
-3.1	17.9	Cc1csc2c(N3CCN(C(=O)c4ccc(C(C)(C)C)cc4)CC3)ncnc12
-0.3	28.4	Cc1csc(NC(=O)c2nc3nc(C)cc(C)n3n2)n1
-1.3	6.0	Cc1cccc2cc(COC(=O)C3CCCCC3)c(=O)[nH]c12
-3.3	6.3	Clc1ccc(-c2cc(COc3ccccc3)on2)cc1
8.7	14.4	CCn1cc(C(=O)NCC2CCCO2)c(=O)c2cc(S(=O)(=O)N(C)C3CCCCC3)ccc21 (stereo unspecified)
-2.1	22.3	Cn1nc(-c2ccc(C(=O)Nc3cccc(Cl)c3)cc2)c2ccccc2c1=O
-0.1	13.3	CCOC(=O)CSC1=Nc2ccccc2C2=NC(CC(=O)NCc3ccc(OC)cc3)C(=O)N12 (stereo unspecified)
-1.9	15.5	C=CCn1c(COc2cc(C)ccc2C(C)C)nnc1SCC(=O)c1c(N)n(C)c(=O)n(C)c1=O
-1.0	7.9	Cc1ccccc1C(=O)c1cccn1CC(=O)NCc1ccc(F)cc1
1.0	5.9	CCOC(=O)c1nn(-c2cccc(Cl)c2)c2nc(CC(C)C)c(C#N)c(=O)n12
0.1	10.2	COc1ccc(Cl)cc1C(=O)NNC(=S)NC(=O)c1cc(-c2ccccc2)nc2ccccc12
-2.0	7.8	CCc1nn(CC(=O)NCCc2ccc(Cl)cc2)c(=O)c2cccn12
0.3	8.0	COc1ccc(CC2(CO)CCN(Cc3cnn(-c4ccccc4)c3)CC2)cc1
-1.6	10.2	CCCCNC(=O)C1CCCNC1=O (stereo unspecified)
-0.8	4.5	CC(C)CCn1c(=O)c(C(=O)N/N=C/c2cccc(F)c2)c(O)c2ccccc21
0.6	15.6	Cc1onc(-c2ccccc2Cl)c1C(=O)N1CCCCC1C (stereo unspecified)
-0.1	22.6	O=C(CNc1ccc(F)cc1)N/N=C1\CCCc2ccccc21
0.7	0.2	CN1CCN(C(=O)c2ccc3c(c2)NC(=O)C(C)(C)O3)CC1
-0.9	16.2	Cc1noc(NS(=O)(=O)c2ccc(N/C=C\C(=O)c3ccc4c(c3)OCO4)cc2)c1C
-1.5	20.8	COc1cccc(C(=O)N/N=c2/oc3ccccc3cc2C(N)=O)c1
-0.9	-10.0	Cn1c(=O)cc(SCC(=O)NCC2CCCO2)c2ccc(Cl)cc21 (stereo unspecified)
-1.3	20.0	CCOc1ccc(N=c2oc3cc(O)ccc3cc2C(=O)NCC2CCCO2)cc1 (stereo unspecified)
-2.0	18.5	Cc1nn(-c2ccccc2)c2c1C(c1ccc(F)cc1F)C(C#N)=C(N)O2 (stereo unspecified)
0.3	1.8	COc1ccc(NC(=O)N(Cc2cccs2)Cc2cc3cc4c(cc3[nH]c2=O)OCO4)cc1
1.0	18.5	Cc1c(C#N)c(N)nc2c3c(sc12)NC(=O)CC3c1ccc(F)cc1 (stereo unspecified)
0.1	37.8	COc1ccc(/C=C/C(=O)OCc2csc(-c3ccccc3)n2)cc1OC
5.2	7.5	CC(=O)Nc1ccc(S(=O)(=O)N2CCCCC2c2cccnc2)cc1 (stereo unspecified)
0.0	1.4	NC(=O)CSc1nnc(-c2ccc(S(=O)(=O)N3CCCC3)cc2)o1
0.4	8.0	CC(C)OCCCNC(=O)c1ccc(C2SCC(=O)N2Cc2ccco2)cc1 (stereo unspecified)
-0.4	5.1	CC(=O)NCCCOc1ccc([N+](=O)[O-])cc1Cl
2.9	7.6	COc1cccc(N2CCN(S(=O)(=O)c3ccc(CN4C(=O)c5cccnc5C4=O)cc3)CC2)c1
-1.8	25.0	FC(F)(F)c1cccc(-c2cc3ccccc3nc2N2CCCC2)c1

Taken from the entries so far for reference:
STK33 inh	OX1R FRET antag	structure
2.9	7.6	COc1cccc(N2CCN(S(=O)(=O)c3ccc(CN4C(=O)c5cccnc5C4=O)cc3)CC2)c1
-1.8	25.0	FC(F)(F)c1cccc(-c2cc3ccccc3nc2N2CCCC2)c1

One compound at a time (already shown). Order of values: STK33 inh | OX1R FRET antag
Results for CC(=O)Nc1ccc(S(=O)(=O)N2CCCCC2c2cccnc2)cc1 (stereo unspecified) : 5.2 | 7.5
Results for COc1ccc(/C=C/C(=O)OCc2csc(-c3ccccc3)n2)cc1OC : 0.1 | 37.8
Results for Cn1c(=O)cc(SCC(=O)NCC2CCCO2)c2ccc(Cl)cc21 (stereo unspecified) : -0.9 | -10.0
Results for Cc1nn(-c2ccccc2)c2c1C(c1ccc(F)cc1F)C(C#N)=C(N)O2 (stereo unspecified) : -2.0 | 18.5
Results for CC(=O)NCCCOc1ccc([N+](=O)[O-])cc1Cl : -0.4 | 5.1

Remaining list, next part.
STK33 inh	OX1R FRET antag	structure
-0.7	12.3	O=C(Nc1nc2c(s1)CCCC2)C1CCCN1C(=O)c1cccs1 (stereo unspecified)
-0.1	29.5	COc1ccc(N(Cc2cc3cccc(C)c3[nH]c2=O)C(=O)C2CCCO2)cc1 (stereo unspecified)
-0.4	29.1	Cc1[nH]n(-c2ccccc2)c(=O)c1C=Nc1cnc2ccccc2c1
-0.7	-1.5	CC(C)Sc1nc2c(c(=O)n(C)c(=O)n2C)n1C
-1.8	19.0	Cc1cc(C)cc(NC(=O)c2ccc(CN3CCc4ccccc4C3)cc2)c1
-1.4	21.6	CC(C)OCCCN1CC(=O)N2[C@@H](Cc3c([nH]c4ccccc34)C2(C)C)C1=O
-3.3	4.5	O=C(Nc1ccccc1)c1cn(CCBr)cn1
-0.5	8.0	CCN(CC)S(=O)(=O)c1ccc(Cl)c(C(=O)NC2CCCC2)c1
-3.5	6.3	CSc1nnc(Cc2ccc3c(c2)OCO3)o1
-1.0	5.5	CNC(=O)C1CCN(S(=O)(=O)c2c(C)noc2/C=C/c2cccc(OC)c2)CC1
-1.9	9.4	COc1cc(NC(=O)CCc2nnc3ccc(N4CCN(c5cccc(OC)c5)CC4)nn23)cc(OC)c1
0.1	13.2	N/C(=N\OS(=O)(=O)c1cc(Cl)ccc1Cl)c1ccncc1
-1.0	27.6	O=C(OCC(=O)N1CCc2ccccc21)c1ccc([N+](=O)[O-])o1
-1.6	20.9	CCOC(=O)Cc1nnc(NC(=O)CSc2ccccc2)s1
/	17.9	CCOc1ccc(-n2c(SCC(=O)NC3CCS(=O)(=O)C3)nnc2-c2cccnc2)cc1 (stereo unspecified)
-0.3	27.2	COc1ccc(Br)cc1-c1nc(CCl)cs1
-1.2	11.6	c1ccc(COc2ccc(OCCCN3CCCCC3)cc2)cc1
0.2	16.0	CCOc1ccccc1C(=O)N(CCC(=O)OC)c1ccccn1
-3.6	22.1	COc1ccc(-c2csc(Nc3ccccn3)n2)cc1OC
-1.6	28.6	O=C(Cc1ccccc1)NCC1CCCO1 (stereo unspecified)
-0.2	-18.8	COCCCN1C(=O)C(O)=C(C(=O)c2ccco2)C1c1ccccc1 (stereo unspecified)
-0.3	5.9	Cn1c(CCN2CCN(c3ccccn3)CC2)nc2cc(NC(=O)COc3ccccc3)ccc21
-1.4	7.2	CCOc1ccc(N2C(=O)C3CCCN3C2=O)cc1 (stereo unspecified)
0.3	11.2	CCOc1ccc(N2CC(C(=O)Nc3ncccc3C)CC2=O)cc1 (stereo unspecified)

Marked active in OX1R FRET antag, among the entries above:
STK33 inh	OX1R FRET antag	structure
0.3	78.6*	O=C(N/N=C/c1c(Cl)[nH]c2ccccc12)c1ccc2c(c1)OCCO2

Next results:
STK33 inh	OX1R FRET antag	structure
0.9	29.8	Cc1nc(Nc2nc(-c3ccccc3)cc(=O)[nH]2)nc2ccccc12
0.2	8.5	C=CCc1ccccc1OCC(CN1CCCCC1)OC(C)=O (stereo unspecified)
-0.6	-2.6	Cc1coc2c1c(C)cc1oc(=O)c(CC(=O)NCCCCCC(=O)O)c(C)c12
-2.7	23.2	Cc1nn(-c2ccccc2)c(Cl)c1CN(C(=O)CCl)c1cccc2ccccc12
0.2	35.3	COc1ccc(/C=N\NC(=O)c2ccccc2Br)cc1COc1ccccc1
-0.8	4.1	COC(=O)c1ccc(NC(=O)CSc2n[nH]c(-c3ccncc3)n2)cc1
-0.3	13.4	CN(CC(=O)Nc1cccc(F)c1)C(=O)CCCc1cccs1
-1.6	1.6	COc1ccc(OCc2nnc(SCC(=O)N(C)Cc3ccccc3)n2N)cc1

Screens from PubChem.
